DENV2 CPE – protects cells from dengue virus 2 cytopathic effect; DENV2-infected cells, cytopathic effect rescue, plate reader; CPE inhibition, % at 9.99 µM; hit rate 1.7% among 350,000; in the data active = CPE inhibition above about 20%, passing the limit was not always enough; inconclusive = no clear call, values can overlap the other calls; tested in BHK-21 cells;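 note: 0% = median of neutral control wells and 100% = median of positive control wells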
RAD52 anneal inh – blocks human RAD52 DNA annealing | P43351 | recombinant RAD52 DNA annealing, FRET fluorescence | inhibition, % at 18.7 µM | hit rate 0.46% among 360,000 | AID 651710;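 active = every replicate showing at least 50% inhibition; inconclusive = mean inhibition at least 50% but not in every replicate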
GSIS activator – GLuc luminescence reporter in INS-1E cells, primary screen for activators of glucose-dependent secretion of insulin; INS-1E GLuc reporter insulin secretion, 2-3 h; AID 743287; hit rate 0.61% among 370,000; activation, % at 16.6 µM;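 active = lowest replicate activation of at least 40%, so every replicate reaches that level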;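 note: 0% = median of neutral control wells and 100% = median of IBMX positive control wells; some compounds called inactive have numbers as strong as hits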
F508del corr – correctors of CFTR F508del function in bronchial epithelial cells | CFBE cells, YFP halide quenching; stimulated with forskolin plus potentiator P3; % fluorescence drop versus neutral controls | activity (quench increase), % at 7.58 µM | hit rate 0.36% among 350,000;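 active = mean added fluorescence quench of at least 8% versus neutral control, with both replicates also reaching 8%; inconclusive = only one of the mean or replicate conditions met; inactive = mean below 8% and not both replicates reaching 8%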;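 note: cells transiently co-express mutant CFTR-F508del with the halide-sensitive YFP; corrector assay measuring rescue of mutant channel to the surface after 24 h compound exposure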
Xi reactivation – X-chromosome reactivation activator. XiGFP mouse fibroblasts, % GFP-positive cells imaging, 3 d; cells co-treated with 5-aza-dC sensitizer; scaled so ellipticine positive control = 100%. activation, % at 7.58 µM. hit rate 0.055% among 360,000;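 active = mean normalized replicate activation at least 10% and every replicate at or above 10%; inconclusive = only one of the two criteria met; inactive = mean below 10% and not all replicates reach 10%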;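 note: 0% = median of on-plate neutral control wells and 100% = ellipticine 6 µM median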
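Schedule: 3 d treatment, 15 min room-temperature fixation; system: 68-5-11 XiGFP fibroblast line; buffer or medium: DMEM plus 5-aza-dC sensitizer; control set: ellipticine 6 µM positive control; compound: one concentration, pinned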
RAD54 branch – blocks human RAD54 Holliday junction branch migration; hit rate 0.14% among 360,000; AID 602329; FAM/BHQ fluorescence; inhibition, % at 10.4 µM;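 active = mean normalized replicate activity at least 40 and at least half of replicates scoring 40 or more; inconclusive = only one of the two criteria met; inactive = mean below 40 and under half of replicates reaching 40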;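 note: 0% = median of neutral control wells and 100% = median of positive control wells; inhibitors cause a drop in the FAM fluorescence signal; in these data hits start at about 50%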
Target sequence (Q92698 whole entry, looked up): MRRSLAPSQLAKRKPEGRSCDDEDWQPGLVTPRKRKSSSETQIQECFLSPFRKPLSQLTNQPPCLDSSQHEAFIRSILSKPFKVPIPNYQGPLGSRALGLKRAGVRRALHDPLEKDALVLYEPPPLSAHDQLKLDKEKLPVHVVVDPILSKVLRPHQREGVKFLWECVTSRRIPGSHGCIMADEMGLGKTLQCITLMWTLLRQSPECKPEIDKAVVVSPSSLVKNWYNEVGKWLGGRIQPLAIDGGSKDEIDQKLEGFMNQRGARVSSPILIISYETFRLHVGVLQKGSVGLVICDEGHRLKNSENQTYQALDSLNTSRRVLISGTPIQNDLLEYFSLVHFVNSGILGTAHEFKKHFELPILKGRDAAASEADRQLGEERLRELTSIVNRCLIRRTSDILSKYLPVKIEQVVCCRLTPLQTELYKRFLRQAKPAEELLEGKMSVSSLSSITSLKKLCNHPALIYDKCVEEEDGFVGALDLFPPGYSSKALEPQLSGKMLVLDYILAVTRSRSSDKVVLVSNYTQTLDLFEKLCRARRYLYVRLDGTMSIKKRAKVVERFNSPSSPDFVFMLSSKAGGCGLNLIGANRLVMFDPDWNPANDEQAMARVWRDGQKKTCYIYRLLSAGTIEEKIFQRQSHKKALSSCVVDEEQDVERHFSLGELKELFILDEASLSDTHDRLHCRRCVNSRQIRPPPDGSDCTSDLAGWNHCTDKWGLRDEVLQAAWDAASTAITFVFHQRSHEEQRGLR
E-sel inducer – induces E-selectin expression in human endothelial cells; P16581; HUVEC E-selectin immunofluorescence imaging; normalized: neutral wells 0, TNF-alpha wells 100; activation, % at 7.58 µM; hit rate 0.37% among 260,000;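 active = mean E-selectin-positive cell signal at least 10% of the positive control, reached in at least 60% of replicates, without over 20% cell loss; inconclusive = no rule given, readout overlaps actives, possibly toxicity-flagged; inactive = the rest, including those meeting only one limit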;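 note: in these data hits start at about 27%; measured in HUVEC primary endothelial cells; signal is the percent of cells scored E-selectin positive by PE staining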
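Material: HUVEC primary endothelial cells; Amount: 3,000 cells per well; Dosing: single concentration; Medium: EGM-2 growth medium on 0.1% gelatin-coated wells; Read-out basis: percent E-selectin-positive cells; Signal: immunofluorescence imaging; Control set: TNF-alpha, DMSO.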
Casp6 inh – caspase-6 (human) enzyme inhibition; P55212; purified caspase-6, Z-VEID-R110 cleavage fluorescence; inhibition, % at 12.5 µM; hit rate 0.53% among 350,000; AID 686996;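 active = mean inhibition across replicates at least about 35%, with every replicate also reaching that limit, limit read from the data; inconclusive = only one of the two criteria met; inactive = neither criterion met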;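 note: 0% = median of neutral control wells and 100% = no fluorescence left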
Target sequence (P55212 24-179 limits assumed): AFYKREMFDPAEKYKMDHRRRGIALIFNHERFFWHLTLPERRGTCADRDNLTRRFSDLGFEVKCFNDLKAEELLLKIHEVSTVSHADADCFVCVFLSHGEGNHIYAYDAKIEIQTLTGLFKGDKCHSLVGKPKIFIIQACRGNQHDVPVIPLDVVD
Target sequence (P55212 194-293 limits assumed): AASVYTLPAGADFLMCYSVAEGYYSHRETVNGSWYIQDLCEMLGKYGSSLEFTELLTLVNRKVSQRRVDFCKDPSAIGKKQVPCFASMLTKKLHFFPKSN
* hit, by the source's call; ? = inconclusive; · = no result given; & = joins results of further samples.

Under each structure: DENV2 CPE, RAD52 anneal inh, GSIS activator, F508del corr, Xi reactivation, RAD54 branch, E-sel inducer, Casp6 inh
C[C@H]1CN([C@@H](C)CO)C(=O)c2cccc(NC(=O)Nc3ccc4c(c3)OCO4)c2O[C@@H]1CN(C)Cc1ccc(Oc2ccccc2)cc1
    3, 3, -7, -3.0, 0.2, 2, 0.0, 1
Cc1ccc2nc(-c3cccc(N)c3)oc2c1
    -3, 4, 3, 1.1, ·, ·, ·, -7
C[C@@H]1CN([C@@H](C)CO)C(=O)c2cccc(NS(=O)(=O)c3ccc(F)cc3)c2O[C@@H]1CN(C)Cc1ccc(C(=O)O)cc1
    49*, 11, 6, 0.1, -0.9, 3, 4.9, 2
CCOc1ccc(/C=N/NC(=O)Cc2cccs2)cc1
    -2, -1, 3, -2.9, 0.0, -5, 0.1, -2
CCC(Sc1nc2ncccc2[nH]1)C(=O)NC1CCC(C)CC1 (configuration not stated)
    0, 2, ·, -1.9, 0.0, -9, 1.2, 0
CCCCCCc1cc2cc(S(=O)(=O)c3ccc(C)cc3)c(=O)oc2cc1O
    3, -34, -12, -0.1, 0.0, -1, ·, 2
CC(=O)c1ccc(OCCCC(=O)OCC(=O)Nc2c(C)nn(-c3ccccc3)c2C)cc1
    2, -14, ·, -3.7, -0.1, 6, 0.0, 2
COc1ccc(C(=O)c2c3ccccc3[n+]([O-])n2CCCN)cc1
    -2&6, 0&-1, -1&4, 1.1&-0.8, -0.1&-0.1, -11&3, 0.0&0.3, -1&-4
C[C@@H]1CCCCO[C@@H](CN(C)S(=O)(=O)c2ccccc2)[C@@H](C)CN([C@H](C)CO)C(=O)c2cc(NS(C)(=O)=O)ccc2O1
    ·, -5, 10, 1.0, -0.9, -3, 0.1, 1
Cc1ccccc1OCC(=O)O/N=C(\N)c1ccncc1
    -2, 16, 3, -1.1, 0.0, -4, 0.2, 3
CC(C)=NNC(=O)C1=NNC(=O)C1
    -2, -14, 31, -1.5, 3.8, -6, 0.4, 0
C[C@H]1CN([C@@H](C)CO)C(=O)c2cc(NS(=O)(=O)c3cccs3)ccc2O[C@H]1CN(C)S(=O)(=O)c1cn(C)cn1
    3, 2, 4, -0.4, -0.8, -4, 0.2, 0
CCC(=N\NC(=O)COc1ccccc1OC)/C(CC)=N/NC(=O)COc1ccccc1OC
    0, -7, -5, -2.6, 0.7, 6, ·, -1
Cc1ccc(C)c2[nH]c(=O)c(CN(Cc3nnnn3C3CCCCC3)CC3CCCO3)cc12 (configuration not stated)
    ·, -131, -2, ·, ·, -11, ·, 0
CN(C)Cc1cn(CC[C@H]2CC[C@H](NS(=O)(=O)c3ccc(-c4ccccc4)cc3)[C@H](CO)O2)nn1
    1, 15, 3, 2.2, 0.0, 5, 0.2, -1
COc1cc(OC)cc(C(=O)NNC(=O)C(=O)Nc2cc(OC)c(Cl)cc2OC)c1
    0, 2, -1, -3.4, 0.0, -3, -0.1, -1
COC(=O)C[C@H]1CC[C@@H]2[C@H](COc3ccc(NC(=O)c4ccccc4F)cc3C(=O)N2C)O1
    3, -10, 3, ·, -0.1, 2, 0.0, 1
Cc1nnc(SCC(=O)N(C)CC(=O)Nc2ccccc2Cl)s1
    2, -9, -2, 2.0, -0.1, 17, 3.6, 9
CC1(C)Cc2nc3scc(NC(=O)c4ccccc4)c3cc2CO1
    11, -3, -2, 0.8, 1.5, -7, 0.3, -1
CCOC(=O)C1(C)CCCN(C(=O)c2cc(F)ccc2C)C1 (configuration not stated)
    1, -4, 3, -0.6, -0.1, 7, 0.0, -22
CCc1cc2c(SCC(=O)Nc3ccc(NC(C)=O)cc3)ncnc2s1
    10, -35, 12, 0.8, 0.2, -5, ·, 2
O=C(NNC(=O)C12CC3CC(CC(C3)C1)C2)c1ccco1
    14, -10, -9, -1.6, 0.0, ·, ·, 0
COc1cccc(-c2cccc3c2NC(=O)C3(C)Cc2ccccc2F)c1 (configuration not stated)
    -4, -19, -29, 0.1, 0.0, -8, 0.0, -2
CC(C)c1ccc(CNC(=O)C2(C)CCCN2C)cc1 (configuration not stated)
    -9, -20, -20, 1.6, 0.1, 10, 0.1, -1
Nc1nonc1-n1nnc(C(=O)N/N=C/c2ccc(OCc3ccccc3)cc2)c1CNc1ccccc1
    9, -4, 1, -0.3, 0.2, -10, 1.9, 14
O=C(O)c1cc(-c2cccnc2)nc2ccc(Br)cc12
    3, -19, 1, -1.3, -0.1, 0, 4.9, 0
CCOc1ccc(CCNC(=O)COC(=O)CSc2ccccc2C)cc1OCC
    3, -14, 57*, -5.1, 0.2, 12, ·, -6
COc1ccc2c3c(n(C)c2c1)[C@H](CO)N(Cc1ccc(F)cc1)CC31CCN(CC2CCOCC2)CC1
    ?, -16, -11, -2.5, 0.1, ·, -0.3, 3
O=C(NCCc1ccccc1)C1CCN(S(=O)(=O)N2CCCCC2)CC1
    -8, -9, 0, 3.1, 0.0, 0, ·, -2
N#C/C(=C\c1ccc(O)c(O)c1)C(=O)Nc1ccccc1
    -6, -46, ·, 4.9, -0.3, -7, 1.0, 18
COc1ccc(CCNC(=O)CSc2nnc(CNC(=O)c3c(F)cccc3Cl)o2)cc1OC
    -6, -9, 0, -0.9, 0.1, -12, ·, 0
COc1cc(-c2cc(C(=O)Nc3c(Cl)cc(Cl)cc3Cl)c3ccccc3n2)cc(OC)c1OC
    2, -6, ·, ·, 0.0, ·, ·, 1
[O-][n+]1c2ccc3nonc3c2nn1-c1ccccc1Cl
    -5, -11, -5, -1.6, ·, 3, ·, 3
O=C(C[C@H]1CC[C@H]2[C@@H](COC[C@@H](O)CN2CC2CCCCC2)O1)NCc1ccc(Cl)cc1
    4, 9, -20, -0.5, 0.0, -6, 0.1, 0
CO[C@H](CN(C)C(=O)Nc1ccc(F)cc1)[C@H](C)CN(Cc1ccccc1Cl)[C@@H](C)CO
    3, 11, -11, 0.6, -0.1, 1, 0.4, -2
COc1ccc(CC(=O)N/N=C(\C)c2cccs2)cc1OC
    ?, 2, 8, -4.1, 0.3, 4, ·, -1
O=C(N/N=C/C=C\c1ccc([N+](=O)[O-])cc1)c1cccnc1
    8, -162, 13, -3.4, 0.0, 11, -0.1, -1
CCOc1ccccc1-c1cc(C(=O)N/N=C/c2cccnc2)c2ccccc2n1
    0, -34, ·, -0.3, 0.0, -2, ·, -2
CSc1ccc(/C=N/NC(=O)c2ccc3nc[nH]c3c2)cc1
    -13, 10, 7, -0.2, -0.1, -4, 40*, -8
CC(C)N(C)c1ncnc2c1ncn2[C@H]1CN(Cc2ccncc2)C[C@@H](CO)O1
    -9, 0, 1, 2.6, 0.1, 3, -0.2, -1
O=C(Nc1ccccc1O)c1cc(S(=O)(=O)N2CCOCC2)c(Cl)cc1Cl
    ·, -7, -1, ·, ·, -1, ·, 1
Cc1noc(C)c1NC(=O)Nc1ccc2c(c1)CC(=O)N([C@H](C)CO)C[C@H](C)[C@@H](CN(C)Cc1ccc3c(c1)OCO3)O2
    -6, 21, -9, -1.8, -1.1, -5, ·, 1
CCCCn1c(O)c(/C=C2\C=Nc3ccccc32)c(=O)[nH]c1=O
    0, -305, ·, -0.8, -0.1, -19, 0.1, 3
C[C@H](O)[C@@H]1CN2CCc3c([nH]c4ccccc34)[C@@H]2C[C@@H]1N(C)C(=O)c1ccco1
    -11, -63, 10, 4.5, 0.1, 12, 0.4, 1
NC1=NC[C@H](Cc2ccc(O)cc2)N1CCc1cc(C(F)(F)F)cc(C(F)(F)F)c1
    ?, 12, ·, 4.8, -0.1, 15, 0.2, 17
CN(C(=O)COC(=O)Cn1cnc2c1c(=O)n(C)c(=O)n2C)C1(C#N)CCCCC1
    3, -6, 13, -2.4, -0.5, -7, ·, 1
COc1cc2cc(-c3ccc(O)cc3O)nc(C)c2cc1OC
    -3, -3, 21, 1.8, 0.0, 36, 0.2, -7
Cc1ccc(S(=O)(=O)N(C)C[C@H]2Oc3ccc(NC(=O)NC(C)C)cc3CC(=O)N([C@@H](C)CO)C[C@@H]2C)cc1
    -19, 0, 24, -1.9, 0.1, -2, -0.1, -1
O=C(Cn1cnc2ccccc21)Nc1cccc([N+](=O)[O-])c1
    ·, -7, -2, 3.0, 0.1, ·, 2.9, -2
CC(=O)c1c(C)[nH]c(C(=O)COC(=O)COc2ccccc2)c1C
    2, -6, 11, 1.0, 0.0, 1, ·, 0

Continuation.
Under each structure: DENV2 CPE, RAD52 anneal inh, GSIS activator, F508del corr, Xi reactivation, RAD54 branch, E-sel inducer, Casp6 inh
Cc1cc(C)c2c(n1)SCC(=O)N2CC(=O)Nc1ccc(C)c(C)c1
    ?, -9, 4, -2.5, 0.3, 4, 0.2, -3
Cc1ccccc1C(=O)N[C@H](C(=O)N1CCC[C@H]1C(=O)NCCc1ccccc1Cl)C1CCCCC1
    13, -10, 15, 0.1, 0.1, ·, -0.1, -4
Cc1ccc(S(=O)(=O)N(C)C)cc1NC(=O)C(C)OC(=O)c1ccc2c(c1)OCCO2 (configuration not stated)
    -2, -16, 9, 1.4, 0.9, 9, 3.4, 1
O=C(Nc1cccnc1Cl)c1noc2c1CCc1ccccc1-2
    -5, -12, 2, 4.4, 0.0, ·, ·, 1
CCC(=O)N1CCCCN2[C@H](CO)[C@H](c3ccc(-c4cccc(C(=O)N(C)C)c4)cc3)[C@@H]2C1
    3, 3, 13, -2.0, 0.1, -4, 0.0, -2
O=C(COC(=O)CNC(=O)c1ccc(Br)cc1)Nc1nnc(-c2ccccc2)o1
    -6, -10, 2, -0.1, 0.0, 5, ·, -5
C[C@H](NC(=O)c1nc[nH]c1C(=O)N1CCN(C(=O)OC(C)(C)C)CC1)C(=O)OCc1ccccc1
    ?, 3, -3, -4.6, 0.0, 7, ·, 0
NC(=O)c1cc([N+](=O)[O-])ccc1NCc1ccccn1
    -9, -18, -1, -0.2, 0.0, -13, -0.6, ·
OCCCNc1ncnc2scc(-c3ccc(Cl)cc3)c12
    15, -10, 90*, -1.3, 0.1, -2, ·, 1
COc1ccccc1C1CCN(Cc2ccc(Cl)c(Cl)c2)CC1
    -3, -8, -46, 1.7, 0.0, -4, 0.0, -7
O=C(CSc1ccsc1[N+](=O)[O-])N1CCN(c2ccccn2)CC1
    3, -21, -4, -2.8, 0.0, 2, -1.1, 16
O=C(NCCN1CCOCC1)c1ccc2c(c1)N(Cc1cccc(F)c1)C(=O)c1ccccc1S2
    5, -50, -21, -2.4, 0.3, ·, ·, 3
CCCCCC(=O)N1C[C@H](n2cc(COC(=O)c3ccccc3)nn2)[C@@H](O)C[C@@H]1c1ccc(Cl)cc1
    53*, -9, -30, 0.7, 0.2, 2, ·, 3

3 entries already listed, arranged by length of the SMILES, descending:
Under each structure: DENV2 CPE, RAD52 anneal inh, GSIS activator, F508del corr, Xi reactivation, RAD54 branch, E-sel inducer, Casp6 inh
O=C(Nc1ccccc1O)c1cc(S(=O)(=O)N2CCOCC2)c(Cl)cc1Cl
    ·, -7, -1, ·, ·, -1, ·, 1
CCCCCCc1cc2cc(S(=O)(=O)c3ccc(C)cc3)c(=O)oc2cc1O
    3, -34, -12, -0.1, 0.0, -1, ·, 2
CCCCn1c(O)c(/C=C2\C=Nc3ccccc32)c(=O)[nH]c1=O
    0, -305, ·, -0.8, -0.1, -19, 0.1, 3

Compound activity deposited in PubChem BioAssay by Broad Institute.
